Bioassay records deposited in PubChem by National Center for Advancing Translational Sciences (NCATS).
AID inhibitor = inhibitors of human activation induced cytidine deaminase | Potency, µM (doses to about 115 µM), for the others: top-dose activity change, negative = inhibition, usual class: inhibitors | hit rate 0.32% among 91,000 | AID deamination FRET fluorescence, UDG-coupled, 4 h | Q9GZX7; note: nearly all actives have a fitted effect of over 25% in size
Target sequence (Q9GZX7 whole entry, looked up): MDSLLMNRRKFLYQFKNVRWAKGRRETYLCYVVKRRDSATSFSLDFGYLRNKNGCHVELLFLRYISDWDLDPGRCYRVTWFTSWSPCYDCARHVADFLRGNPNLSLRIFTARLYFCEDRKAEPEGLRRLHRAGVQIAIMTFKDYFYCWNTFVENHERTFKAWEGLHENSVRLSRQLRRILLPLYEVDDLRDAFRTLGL
UDG counter = blocks uracil-DNA glycosylase in AID counter-screen | FRET deamination/UDG coupled assay, UDG read, 4 h | Potency, µM (series often up to 115 µM), for the others: at the top dose activity change, negative = inhibition, hits mostly inhibitors | hit rate 0.14% among 91,000 | AID 1347430; note: nearly all actives have a fitted effect of over 65% in size
* hit, by the source's call; ? = inconclusive; [ ] = another dose, or the depositor's remark. Calls come from the whole dose curve; as a rule, active = well fitted curve in the direction sought with a large enough effect; inconclusive = small, poorly fitted or top-dose-only effect, or another doubt; inactive = no such curve, though single readings can be large; an effect the other way counts as inactive or inconclusive. % is set by controls: 0 for no effect and ±100 for the full control effect; potency is the fitted concentration of half-maximal effect. Not all compounds are listed; the hit share may differ from the screen's.

SMILES	AID inhibitor	UDG counter
CC(C)CC1CCCN1 (stereo not drawn)	0%	-10%
CCOc1ccccc1NC(=O)CSc1ncnc2ccccc12	-15%	-1%
O=CNc1cccc(O)c1	-5%	-8%
O=C(Cn1cnc2nc3c(cc2c1=O)CCCC3)Nc1ccc(F)cc1Cl	-5%	6%
COC(=O)c1ccc(NC(=O)C(NC(=O)c2ccccc2F)C(C)C)c(C)c1 (stereo not drawn)	2%	4%
COCCC(C)NC(=O)c1cc(=O)[nH]c2ccccc12 (stereo not drawn)	-9%	-10%
CCCC(C)Nc1oc(-c2ccc(Cl)cc2)nc1C#N (stereo not drawn)	-2%	2%
O=C(Nc1cccc2ccccc12)c1cccn2c(-c3ccccc3F)nnc12	-20%	1%
O=C(CSc1ncnc2nc[nH]c12)Nc1ccccc1	-9%	-9%
COc1ccc(OC)c(CCNC(=O)c2sc3nc4n(c(=O)c3c2C)CCCC4)c1	?	5%
CCC(C(=O)c1ccccc1)n1c(N2CCN(C)CC2)nc2c1c(=O)n(C)c(=O)n2C (stereo not drawn)	-10%	-1%
CC(CCc1ccco1)NC(=O)CCc1nnc2ccc(N3CCOCC3)nn12 (stereo not drawn)	6%	-7%
CSc1ncc(Cl)c(C(=O)Nc2ccc(S(=O)(=O)N3CCCC(C)C3)cc2)n1 (stereo not drawn)	?	3%
Cc1nc(-c2ccc(F)cc2)sc1CCNC(=O)C1CCCC1	-5%	5%
CCOc1ccc(Nc2oc(COc3ccccc3F)nc2C#N)cc1	4%	-1%
CCN(c1ccccc1)S(=O)(=O)c1ccc(NC(=O)c2cc(=O)c3c(C)cc(C)cc3o2)cc1	-3%	-6%[57.5 µM]
COc1cc(C#N)ccc1OCC(=O)c1ccc2c(c1)CCCC2	-11%	-12%
CCn1nc(C(=O)OCC(=O)Nc2ccc3c(c2)OC(F)(F)O3)c2ccccc2c1=O	-6%	-6%
Cc1cccc(-n2ncc3c(N4CCN(CCO)CC4)ncnc32)c1	-10%	-7%
CCOc1ccc(NC(=O)CSc2nccn2C2CCCC2)cc1	-5%	-3%
O=C(COc1ccccc1Cl)Nc1nc2c(s1)CCCC2	-24%	-1%[57.5 µM]
Cc1cccn2c(=O)cc(COc3cccc(NC(=O)c4ccccc4F)c3)nc12	-4%	-1%
CCc1ccc(C(=O)NCc2cccc(C)c2)cc1	-1%	0%
CCc1cc2c(=O)c(-c3nncn3-c3ccccc3)coc2cc1OCC(=O)NCCCC(=O)O	-4%	5%
Cc1cccc(C(=O)Nc2cc3c(cc2N2CCCCC2)n(C)c(=O)c(=O)n3C)c1	-9%	-1%
COc1ccccc1C(c1c(O)cc(C)n(Cc2ccco2)c1=O)N1CCCCC1 (stereo not drawn)	-2%	5%
Cc1c(C(=O)OC2CCC(C)CC2)[nH]c2c1C(=O)CC(c1ccccc1Cl)C2 (stereo not drawn)	2%	-9%
O=S(=O)(Cc1cccc(F)c1)Cc1csc(-c2ccccc2)n1	0%	-2%
COc1ccc(OCC(=O)NCC(c2ccc(OC)cc2)N2CCOCC2)cc1 (stereo not drawn)	6%	-14%
CCC(C(=O)Nc1ccc(C)c(C)c1)n1c(=O)c(C(F)(F)F)nc2ccccc21 (stereo not drawn)	0%	19%
Cc1cccc(C)c1OCCCCn1c(C2CC(=O)N(c3ccc(F)cc3)C2)nc2ccccc21 (stereo not drawn)	?	79µM*
CCn1ccc2cc(S(=O)(=O)N3CCCN(C(=O)Nc4ccc(C)cc4Cl)CC3)ccc21	-17%	1%
Nc1c(C(=O)Nc2cccc(C(F)(F)F)c2)c2ccccn2c1C(=O)c1ccccc1	4%	7%
O=C(Nc1ccc(N2CCCC2=O)cc1)c1ccc(Cl)cc1N1CCCC1=O	0%	3%
COc1ccc(-c2cn3cccnc3n2)cc1NC(=O)Nc1ccc(Cl)cc1	3%	0%[57.5 µM]
CCOCCCNC(=O)c1cc2cc(Cl)ccc2nc1C	-6%	-8%
COc1cc(NC(=O)CSc2nc(Cl)nc3nc[nH]c23)cc(OC)c1	-2%	-4%
CC(C)CC(=O)NCc1cccs1	-2%	-4%
Cc1cc(C)n2nc(CNC(=O)c3ccccc3Cl)nc2n1	2%	-9%[57.5 µM]
CN(C(=O)CSc1cn(CC(=O)N2CCCCC2)c2ccccc12)c1ccccc1	0%	-9%
CCCCn1c(=NC(=O)c2cc3ccccc3o2)c(C(=O)OCC)cc2c(=O)n3ccccc3nc21	-1%	-19%
O=C(c1ccc2c(c1)N(Cc1cccc(F)c1)C(=O)c1ccccc1S2)N1CCOCC1	-18%	-11%[57.5 µM]
COc1ccc(S(=O)(=O)c2c(C)c(NS(=O)(=O)c3ccccc3)cc(C)c2O)cc1	-6%	-7%
COc1ccc(CCN(C)CCc2ccc(OC)c(OC)c2)cc1OC	-7%	-9%
CCc1ccc(NC(=O)CC(c2cc(OC)c(OC)c(OC)c2)N2Cc3ccccc3C2=O)cc1 (stereo not drawn)	12%	2%
CC(C)CCNC(=O)c1ccc2c(c1)nc1n2CCCC1	-3%	-5%
Cc1nc(C)c(C(=O)NCc2cccs2)s1	-4%	-8%
O=C(O)CCCC(=O)c1ccc2c(c1)OCCOCCOCCOCCO2	-4%	-1%
O=C(Nc1cccc(S(=O)(=O)N2CCCCCC2)c1)c1cccc2cccnc12	-11%	-1%
C(=C\c1cccs1)/c1ccccn1	-1%	11%
Cn1c(=O)oc2cc(S(=O)(=O)N3CCCC(C(=O)N4CCN(c5ccc(Cl)cc5)CC4)C3)ccc21 (stereo not drawn)	2%	-2%
N#Cc1c(N)sc2c1CCCCC2	24%	-5%
COc1ccccc1C(=O)NC1(C(F)(F)F)C(=O)Nc2c1c(=O)[nH]c(=O)n2CCc1ccccc1 (stereo not drawn)	-2%	-2%
CCCC(CCC)=NNC(=S)NC1CCCCC1	-11%	0%
CCSc1nc2c(c(=O)n(C)c(=O)n2C)n1Cc1ccc(Cl)cc1	5%	2%
CCN1CCC2(CC1)Oc1c(OC)cccc1C1CC(c3ccc(Cl)cc3)=NN12 (stereo not drawn)	-15%	-13%
O=C(Cc1ccc(NC(=O)N2CCSc3ncccc32)cc1)NCc1ccccc1Cl	-3%	-10%
CN(Cc1ccccc1)c1nc2c(c(=O)n(C)c(=O)n2C)n1Cc1ccc(Cl)cc1	-18%	-3%
CC(C)C(N)c1cccs1 (stereo not drawn)	-6%	-11%
COc1ccc(CCNC(=O)CCCn2c(=O)c3ccccc3n(Cc3ccccc3C)c2=O)cc1OC	26%	2%

A second format for some results above.
Molecule,AID inhibitor,UDG counter
CCOc1ccc(NC(=O)CSc2nccn2C2CCCC2)cc1,-5%,-3%
O=C(COc1ccccc1Cl)Nc1nc2c(s1)CCCC2,-24%,-1%[57.5 µM]
Cc1cccn2c(=O)cc(COc3cccc(NC(=O)c4ccccc4F)c3)nc12,-4%,-1%
CCc1ccc(C(=O)NCc2cccc(C)c2)cc1,-1%,0%
CCc1cc2c(=O)c(-c3nncn3-c3ccccc3)coc2cc1OCC(=O)NCCCC(=O)O,-4%,5%
Cc1cccc(C(=O)Nc2cc3c(cc2N2CCCCC2)n(C)c(=O)c(=O)n3C)c1,-9%,-1%
COc1ccccc1C(c1c(O)cc(C)n(Cc2ccco2)c1=O)N1CCCCC1 (stereo not drawn),-2%,5%
Cc1c(C(=O)OC2CCC(C)CC2)[nH]c2c1C(=O)CC(c1ccccc1Cl)C2 (stereo not drawn),2%,-9%
O=S(=O)(Cc1cccc(F)c1)Cc1csc(-c2ccccc2)n1,0%,-2%
COc1ccc(OCC(=O)NCC(c2ccc(OC)cc2)N2CCOCC2)cc1 (stereo not drawn),6%,-14%
CCC(C(=O)Nc1ccc(C)c(C)c1)n1c(=O)c(C(F)(F)F)nc2ccccc21 (stereo not drawn),0%,19%
Cc1cccc(C)c1OCCCCn1c(C2CC(=O)N(c3ccc(F)cc3)C2)nc2ccccc21 (stereo not drawn),?,79µM*
CCn1ccc2cc(S(=O)(=O)N3CCCN(C(=O)Nc4ccc(C)cc4Cl)CC3)ccc21,-17%,1%
Nc1c(C(=O)Nc2cccc(C(F)(F)F)c2)c2ccccn2c1C(=O)c1ccccc1,4%,7%
O=C(Nc1ccc(N2CCCC2=O)cc1)c1ccc(Cl)cc1N1CCCC1=O,0%,3%
COc1ccc(-c2cn3cccnc3n2)cc1NC(=O)Nc1ccc(Cl)cc1,3%,0%[57.5 µM]
CCOCCCNC(=O)c1cc2cc(Cl)ccc2nc1C,-6%,-8%
COc1cc(NC(=O)CSc2nc(Cl)nc3nc[nH]c23)cc(OC)c1,-2%,-4%
CC(C)CC(=O)NCc1cccs1,-2%,-4%
Cc1cc(C)n2nc(CNC(=O)c3ccccc3Cl)nc2n1,2%,-9%[57.5 µM]

Next part.
SMILES	AID inhibitor	UDG counter
COc1cc(OC)c(C#N)c(SCc2ccccc2)c1	-7%	-2%
CCOc1cccc(C(=O)N(Cc2c(F)cccc2Cl)c2ccccn2)c1	-5%	-10%
CC(=O)Nc1ccc(-c2nc3ccc(NC(C)=O)cc3o2)cc1	8%	2%
Cc1c(C(=O)OC2CCCC2)[nH]c2c1C(=O)CC(c1ccc(C(C)(C)C)cc1)C2 (stereo not drawn)	7%	-1%
O=C(O)C/C(=C/c1cccc(Br)c1)c1nc2ccccc2s1	-16%	7%
Cc1ccc2nc(-c3ccc(NC(=O)COc4ccccc4)cc3)sc2c1	15%	-2%[57.5 µM]
CCN(CC)c1ccc(NS(=O)(=O)CC)cc1C(=O)O	4%	-11%
CCOC(=O)CNC(c1ccccc1)c1cc(Br)ccc1NC(=O)c1cccc(Cl)c1 (stereo not drawn)	2%	47%[activator]
Cc1cccc(-n2c(-c3ccccc3)cn3c4c(=O)[nH]c(=O)n(C)c4nc23)c1	-7%	19%
CC(C)C(=O)NCCSCc1cccs1	3%	2%
CC(C)c1ccc(NC(=O)CCNS(=O)(=O)c2ccc3c(c2)oc(=O)n3C)cc1	7%	4%
CCC(=O)N1CCc2cc(Br)cc(S(=O)(=O)CCC(=O)NCCc3cccc(C)c3)c21	?	1%[57.5 µM]
COc1ccc(-c2nc3cc(Cl)ccc3o2)cc1	0%	3%
CC(NC(=O)CCc1c[nH]c2ccccc12)c1ccccc1 (stereo not drawn)	-2%	-3%
O=C(NCc1ccccc1F)C(=O)NCC(c1ccc2c(c1)OCO2)N1CCOCC1 (stereo not drawn)	-18%	1%
Cc1ccccc1-c1cc(C(=O)O)c2ccc(C)c(C)c2n1	11%	-1%
C/C(CC(=O)Nc1cccc2c1CCCC2)=N\NC(=O)c1ccc(Cl)cc1Cl	-17%	-10%
CCS(=O)(=O)N1CCCc2cc(C(=O)Nc3cc([N+](=O)[O-])ccc3C)ccc21	-2%	20%
CC1CCc2c(sc3nnn(CCCCOc4ccc(Cl)cc4)c(=O)c23)C1 (stereo not drawn)	-1%	-1%
COc1ccc(-n2ncc(C(=O)NCCc3ccsc3)c2C2CCN(C(=O)OC(C)(C)C)CC2)cc1	?	30%[activator]
Cc1cc(OCC(=O)Nc2ncn[nH]2)ccc1Cl	4%[57.5 µM]	-5%[57.5 µM]
O=C(O)CCOc1ccccc1-c1ccccc1	-5%	4%
Cc1cccc(NC(=O)CN2c3ccccc3S(=O)(=O)c3ccccc32)c1C	50%[activator]	0%
Cc1cc(Cl)ccc1-n1c(CCC(=O)O)ccc1-c1cccs1	-18%	32%[activator]
COc1ccc(CN(CCCC#N)C2CC2)cc1	-3%	-3%
Cc1ccc(NC(=O)CC2(C(=O)O)CCCC2)c(C)c1	-1%	2%
COc1ccc(/C=C/C(=O)Oc2ccccc2C)cc1	-13%	-10%
COc1cccc(C(=O)NC(=O)Nc2ccc(-n3nc(C(F)(F)F)cc3C(F)(F)F)cc2)c1	-15%	-9%[57.5 µM]
O=C(Cc1ccc2c(c1)CCC2)Nc1ccc(-c2nccs2)cc1	11%	-16%
c1ccc(Nc2nc(CSc3nnc4n3CCCCC4)cs2)cc1	-11%	-19%
N/C(=C\C(=O)C(F)(F)F)c1ccc(Cl)cc1	-7%	-1%
Cc1c(Cl)cccc1NS(=O)(=O)c1ccc2[nH]cc(C(=O)NC3CCCC3)c(=O)c2c1	30%[activator]	-12%[57.5 µM]
CN1CCc2nc3sc(C(=O)Nc4c(F)cccc4F)c(N)c3cc2C1	188%[activator]	1%
CCN(Cc1cccs1)C(=O)NCC(c1ccco1)N(C)C (stereo not drawn)	7%	1%
COc1cccc(Nc2sc(C(=O)c3ccc(F)cc3)c(N)c2C(=O)NCc2ccc(C)cc2)c1	32%[activator]	-12%
O=C(Cc1ccccc1)Nc1c(NCC2CCCCC2)c2ccccc2oc1=O	-16%	-12%
Cc1cc(SSc2nc(C)cc(C)n2)nc(C)n1	24%	4%
N#Cc1nc(/C=C/c2ccccc2Cl)oc1N1CCN(C(=O)c2ccco2)CC1	-25%	0%
CCCCNC(=O)c1ccc(-c2nc(CN3CCc4ccccc43)c(C)o2)cc1	17%	-3%
CCOc1ccc(OCC)c(NS(=O)(=O)c2ccc3c(c2)CCCN3C(C)=O)c1	7%	-6%
CCCCn1c(NCc2cc(Br)ccc2O)nc2ccccc21	6%	-24%
O=C(COC(=O)COc1ccc(Br)cc1)Nc1ncc(C(F)(F)F)cc1Cl	7%	-5%
Cc1cccc(C(=O)N(Cc2nc(-c3ccc(Cl)cc3)no2)C(C)C)c1	-24%	-4%
COc1cccc(CNC(=O)c2ccc3oc(=O)n(Cc4ccccc4)c3c2)c1	-11%	-4%
O=C(CCn1c(-c2ccccc2)cc2ccccc21)N1CCN(CCO)CC1	3%	4%
CCn1cc(S(=O)(=O)c2ccc(C)cc2)c(=O)c2cc(F)c(N3CCCCCC3)cc21	?	-4%
O=C(Cn1cc(S(=O)(=O)Cc2ccc(F)cc2)c2ccccc21)NCc1ccccc1Cl	78%[activator]	-26%
COC(=O)c1ccc(CNCc2ccco2)o1	7%	3%
